Bioassay records: PubChem BioAssay, several laboratories
sdo1 growth = sdo1-depleted yeast growth rescue; S. cerevisiae sdo1-depleted JHY4D growth rescue, OD600 30 h; active compounds read high; pdr5 snq2 efflux-pump mutant strain; 140,000 tested, 0.21% active; z-score at 10 µM;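 active = z-score above 3 at both the 24 hr and the 30 hr optical density reads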;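 also: z-score against mean and SD of all compound wells on the same plate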
Insulin prom inh = TRM-6 insulin promoter activity inhibition | TRM-6 cells (human fetal islet line), insulin promoter-eGFP reporter, imaging; reporter expression induced with tamoxifen | inhibition, % at 2 µM | 130,000 tested, 0.9% active | AID 1273;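 active = inhibition above the mean plus 3 SD, with well images judged a real hit on visual review, cut at about 60% in these data, passing the limit was not always enough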
sdo1 growth Rescue 24 h = further read-out of sdo1 growth, marked with its call; z-score; S. cerevisiae sdo1-depleted JHY4D growth rescue, OD600; measured here: growth rescue at 24 h;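 0 is the plate mean of compound wells and units are plate SD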
Numbers without * were called inactive; . = no result given.

sdo1 growth	sdo1 growth Rescue 24 h	Insulin prom inh	compound
-0.82	-0.43	.	COc1ccc(CN2CCN(S(=O)(=O)c3ccccc3)CC2)cc1Br
0.52	0.55	.	Cc1nc2ncnn2c(C)c1CCC(=O)N1CCN(c2ccccn2)CC1
-0.09	-0.77	-19	Cc1nn(CC#N)c(=O)n1-c1ccc(F)cc1
.	.	15	Cc1nc2ncnn2c(N2CCCC(C(=O)Nc3ccccc3Br)C2)c1C (stereo unspecified)
0.24	-0.02	-46	Clc1ccc2nc(CSc3nnc4ccccn34)cn2c1
-1.1	-0.73	.	O=C(CCS(=O)(=O)c1ccccc1)Nc1ccc(-c2nc3ccccc3s2)cc1
-0.41	-0.34	-48	CCOc1ccc(/C=N/NC(=O)c2c(-c3ccccc3)noc2C)cc1
-0.51	0.97	-194	Cc1c(OCc2ccc([N+](=O)[O-])cc2)ccc2c3c(c(=O)oc12)CCC3
1.5	3.2	-20	O=C(N/N=C/c1ccncc1)c1cccc(NC(=O)c2ccc(Cl)cc2)c1
-0.69	-0.66	42	N=C1C(c2ccc(Br)cc2)=C(O)C2CCc3ccccc3N12 (stereo unspecified)
-0.09	-0.21	-24	FC(F)(F)c1ccc(Cl)c(N/N=C/c2ccc(N3CCOCC3)s2)c1
.	.	29	O=C(O)c1cccc(NC(=S)N/N=C/c2c[nH]c3ccccc23)c1
1	-0.27	-30	CC(=O)C1CCN(Cc2ccccc2)CC1
-1.9	-0.64	.	COc1ccc(NC(=O)c2ccccc2NC(=O)CSc2ccc(C)cc2)cc1
.	.	36	CCOC(=O)c1ccccc1NC(=O)COC(=O)C(CC(C)C)NC(N)=O (stereo unspecified)
.	.	31	Cc1cccc(CSc2ccc3nnc(-c4ccccn4)n3n2)c1
0.79	-0.01	33	Cc1cccc(C(=O)NNC2=C(C(=O)C(F)(F)F)CCC2)c1O
-0.51	-0.82	27	CCOC(=O)c1ccc(CSc2nnc(-c3ccncc3)n2N)cc1
-1.4	-1.6	-5	CC(C)=CCC/C(C)=C/Cc1c(O)ccc(C(=O)/C=C/c2ccc(O)cc2)c1O
1	0.34	.	CCOC(=O)c1cncc(NC(=O)c2ccccc2)c1
0.01	0.34	6	CCCCCCSc1nc(O)c(C2OC(=O)c3c2ccc(OC)c3OC)c(=O)n1CC (stereo unspecified)
0.5	-0.65	7	N#Cc1cccc(C(c2nnnn2CCc2ccccc2)N2CCN(C3CCCCC3)CC2)c1 (stereo unspecified)
-0.22	-1.2	25	COc1ccccc1C1(O)CC2CCC(C1)N2S(=O)(=O)c1ccc(C(C)=O)cc1 (stereo unspecified)
-1.2	-0.27	-7	COc1ccc(C(C(=O)NC2CCCCC2)N(C(=O)c2sc(C)nc2C)c2ccccc2)cc1 (stereo unspecified)
-0.44	0	-41	O=S(=O)(NCC(Nc1ccccc1)c1ccccc1)c1ccc(Cl)cc1 (stereo unspecified)
.	.	3	FC(F)Oc1ccc(NC(=S)NCc2cccnc2)cc1
-0.81	-0.25	-10	NC(=O)N/N=C/c1cc(Br)ccc1OC(=O)c1ccccc1
0.46	0.49	0	CC(=O)c1cccc(NC(=O)c2ccc(NS(C)(=O)=O)cc2)c1
0.64	-0.49	-29	COC(=O)CCC(=O)Nc1ccc(C)cc1OC(=O)CCC(=O)OC
1.1	1.2	.	COc1ccc(NC(=O)CSc2nc3c(c(=O)[nH]2)CCC3)cc1OC

Entries of single compounds, quoted from the list. Order of values: sdo1 growth, sdo1 growth Rescue 24 h, Insulin prom inh
Results for `O=C(O)c1cccc(NC(=S)N/N=C/c2c[nH]c3ccccc23)c1` : ., ., 29
Results for `CCOC(=O)c1cncc(NC(=O)c2ccccc2)c1` : 1, 0.34, .
Results for `Cc1cccc(CSc2ccc3nnc(-c4ccccn4)n3n2)c1` : ., ., 31
Results for `CCOc1ccc(/C=N/NC(=O)c2c(-c3ccccc3)noc2C)cc1` : -0.41, -0.34, -48
Results for `COc1ccc(C(C(=O)NC2CCCCC2)N(C(=O)c2sc(C)nc2C)c2ccccc2)cc1` (stereo unspecified) : -1.2, -0.27, -7

Additional records follow:
sdo1 growth	sdo1 growth Rescue 24 h	Insulin prom inh	compound
1.8	1.8	-42	Cc1ccc(NC(=O)/C(=C\c2cccnc2)NC(=O)c2ccco2)cc1
1.4	1.4	.	CCOC(=O)c1cn(Cc2ccc(Br)cc2)nn1
-1.7	-2.1	3	Clc1ccc(CSc2ncn(-c3ccccc3)n2)cc1
-1.2	-1.7	12	Cc1cc(C)n2nc(SCc3nnc(SCc4ccccc4C)s3)nc2n1
0.61	-0.28	-21	NC(N)=NNC(=O)c1ccccc1Cl
-2	-0.26	-1	CCOc1ccc(NC(=O)CNc2ccc(C)cc2Cl)cc1
0.37	0.48	.	Cc1cc(C)nc(Sc2nc(C)nc3c2oc2ccccc23)n1
.	.	-33	CC[C@H](C)[C@H](NC(N)=O)C(=O)Nc1ccccc1F
-0.06	1.5	62	Cc1cc(OCC(=O)NCc2nc(-c3ccccc3)no2)c(C)cc1Br
0.46	-0.31	.	O=C1c2ccccc2NC(c2ccccc2Br)N1CCCN1CCOCC1 (stereo unspecified)
.	.	-28	COC(=O)c1ccc(NC(=O)c2ccc(NC(=O)C3CCCO3)cc2)cc1 (stereo unspecified)
-1.1	-0.65	-35	COc1ccc(-c2noc(-c3ccccc3Cl)n2)cc1OC
-0.93	-0.81	13	CC(=O)Nc1ccc(C(=O)Nc2nc(-c3cc(C)n(Cc4ccccc4)c3C)cs2)cc1
0.32	0.14	3	COc1cccc(Cn2nnc3c(=O)[nH]c(C4CCCN(C(=O)c5ccccc5Cl)C4)nc32)c1 (stereo unspecified)
1.1	0.7	0	CN1CCc2ccccc2CC1=O
-0.57	-0.94	-18	CCS(=O)(=O)c1ccc2oc(SCC(=O)NCCC3=CCCCC3)nc2c1
-0.05	-0.64	.	N=c1nc(SCCC(=O)O)ss1
1	0.97	-39	O=C(N/N=C/c1cccc([N+](=O)[O-])c1)c1ccc2nc[nH]c2c1
-0.46	1.1	-31	CCCOc1ccc(N2C(=O)CC(SC(=NC)Nc3ccc(F)cc3)C2=O)cc1 (stereo unspecified)
0.24	0.25	3	CCCNC(=O)c1csc2c1CCCCC2
.	.	57	Cc1ccccc1OCC(=O)NNC(=O)Nc1ccccc1
.	.	-11	CCOC(=O)C1CCCN(C(=O)c2cc(-c3ccc(F)cc3)nc3ccccc23)C1 (stereo unspecified)
1.5	1.4	.	CNc1csc(C)c(C)c1=O
-0.87	-0.45	.	Cc1nc2cc(-c3ccc(Cl)cc3)nn2c(C)c1CCC(=O)NCc1ccco1
1.1	1	25	CC(=O)N1CCC(N(CCN2CCOCC2)C(=S)Nc2cccc(C)c2C)CC1
0.25	0.06	-41	O=[N+]([O-])c1ccc(NNC(=S)Nc2ccc(F)cc2)cc1
0.13	-0.41	14	O=C(O)C1CSC2(c3ccc4c(c3)OCCO4)CCC(=O)N12 (stereo unspecified)
.	.	-29	Cc1noc(NS(=O)(=O)c2ccc(NC(=O)c3ccc(N4C(=O)c5ccccc5C4=O)cc3)cc2)c1C
1.6	1.7	-107	C/C(Cl)=C\Cn1c(NCCCn2ccnc2)nc2c1c(=O)n(C)c(=O)n2C
-0.14	-0.31	25	Oc1ccc(-c2cn3c(n2)SCC3)cc1O

Compounds shown so far containing a CF3 group, in the order listed:
sdo1 growth	sdo1 growth Rescue 24 h	Insulin prom inh	compound
-0.09	-0.21	-24	FC(F)(F)c1ccc(Cl)c(N/N=C/c2ccc(N3CCOCC3)s2)c1
0.79	-0.01	33	Cc1cccc(C(=O)NNC2=C(C(=O)C(F)(F)F)CCC2)c1O

Other records follow.
sdo1 growth	sdo1 growth Rescue 24 h	Insulin prom inh	compound
0.47	-0.35	-26	CCOC(=S)SCC(=O)N1CCc2cc(OC)c(OC)cc2C1C1C(=O)CC(C)(C)CC1=O (stereo unspecified)
0.62	0.19	.	CN(CC(=O)NCCc1ccccc1)S(=O)(=O)c1cccs1
1.1	1.2	9	CC1CCCCC1NC(=O)C1CCN(S(=O)(=O)N2CCC3(CC2)OCCO3)CC1 (stereo unspecified)
0.87	0.03	-28	Cc1ccccc1NC(=S)N(CCN(C)C)C(C)c1ccco1 (stereo unspecified)
.	.	-86	N/C(=N/OS(=O)(=O)c1ccc([N+](=O)[O-])cc1)c1ccncc1
0.37	1	.	CCc1nnc(NC(=O)CSc2nnc(Cc3cccn3C)n2CCOC)s1
-0.25	0.18	79*	CCOC(=O)c1sc(NC(=O)c2ccccc2F)c(C(N)=O)c1C
-0.68	1.2	33	Cc1ccc(Cn2ccc(NC(=O)c3cc4nc(-c5ccco5)cc(C(F)(F)F)n4n3)n2)cc1
-0.53	-0.93	-32	CC1CCN(CCCCOc2ccccc2[N+](=O)[O-])CC1
0.6	0.25	-24	O=C(O)CCc1ccc(-c2ccc(F)cc2)n1CC1CCCO1 (stereo unspecified)
-0.11	-0.45	.	CSC1=N/C(=C\c2ccccc2F)C(=O)S1
0.69	-0.02	-3	CCN1CCN(CCNC(=O)c2ccc(CS(=O)(=O)c3ccccc3C)o2)CC1
0.24	0.26	-16	CC(C)(C)NS(=O)(=O)c1ccc(OCC(=O)NCCC2=CCCCC2)cc1
0.21	-0.35	-50	O=C(NCc1ccc(F)cc1)C1CCN(S(=O)(=O)N2CCC3(CC2)OCCO3)CC1
0.45	0.16	43	Cc1cc(C)c(OCCOCCN2CCNCC2)c(C)c1
0.41	0.27	-36	O=C1OC(=O)C2C1[C@@H]1CC[C@H]2O1 (stereo partly specified)
.	.	6	CC(=O)Nc1cn(-c2ccccc2)nc1-c1ccccc1
-0.05	0.18	-64	CSCCC(NS(=O)(=O)c1ccc2ccccc2c1)C(=O)O (stereo unspecified)
.	.	-60	C=CCNC(=O)N1CCC(CO)(Cc2ccc(Cl)cc2)CC1
1.2	1.1	33	CC1CCCCN1C(=O)CN1C(=O)CN(C)C(=O)c2ccccc21 (stereo unspecified)
1.5	1.6	68*	CC1=C(C(=O)Nc2ccc(Br)cc2)C(c2ccco2)NC(=O)N1 (stereo unspecified)
.	.	-3	COc1ccc2c(CC(=O)NCCN3C(=O)S/C(=C\c4cccnc4)C3=O)coc2c1
-1.1	-1.2	-52	CCN(Cc1ccccc1)C(=O)COc1cc(=O)n(CC)c2ccccc12
-0.13	-0.05	-15	NC(=O)c1cc2ccc(O)cc2oc1=NCc1ccccc1
.	.	3	NC(N)=Nc1nc2ccc(Br)cc2c(=O)[nH]1
0.63	-0.12	.	COc1ccc(CCNC(=O)c2cc3ccccn3n2)c(OC)c1OC
0.36	0.35	-10	COc1ccc(C)cc1S(=O)(=O)N1CCC(C(=O)NCCC2=CCCCC2)CC1
-0.47	-1.1	-20	COC(=O)C1CCN(S(C)(=O)=O)CC1
-0.05	0.56	-200	Cc1ccc(OCC(O)CN2CCN(CC(O)COC(C)C)CC2)c(C(C)(C)C)c1 (stereo unspecified)
0.18	1.2	.	Cc1ccc(C(=O)N/C(=C\c2ccc(-c3ccc(Br)cc3)o2)C(=O)NC2CCS(=O)(=O)C2)cc1 (stereo unspecified)

(further entries)
sdo1 growth	sdo1 growth Rescue 24 h	Insulin prom inh	compound
-0.12	-0.34	22	CCN(CC)S(=O)(=O)c1ccc(N2CCOCC2)c(NC(=O)CC23CC4CC(CC(Br)(C4)C2)C3)c1
.	.	-25	O=C(C1CCC(C(=O)N2CCCC2)CC1)N1CCCC1 (stereo unspecified)
-1.8	-1.1	48	Cc1ccc(Nc2ncnc3c2oc2ccccc23)cc1
.	.	0	COc1ccccc1C(=O)NNC(=S)NC(=O)c1cc(OC)c(OC)c(OC)c1
-0.24	0.29	.	O=C(c1ccc(S(=O)(=O)N2CCCC2)cc1)N1CCCc2ccccc21
-1.1	-1.9	17	CCc1ccccc1NC(=S)N(CCCN1CCOCC1)Cc1cccs1
0.5	0.84	-17	C=CCSc1nnc(-c2ccccc2N=Cc2c(C)[nH]n(-c3ccccc3)c2=O)c(=O)[nH]1
1.7	1.9	.	Cc1ccc2oc(=O)n(CC(=O)O)c2c1
0.32	-0.58	.	O=C(CCCCCn1c(=O)[nH]c2ccsc2c1=O)N1CCN(C2CCCCC2)CC1
-0.85	-0.85	46	COc1ccc(C2(CNC(=O)Cc3ccccc3)CCCC2)cc1OC
.	.	-29	CN(C)C(=S)Nc1ccc2c(c1)OCO2
-0.88	-0.49	0	Cc1cc(C)cc(OCC(=O)N2N=C(c3cccnc3)CC2(O)C(F)(F)F)c1 (stereo unspecified)
0.36	-0.69	5	COC(=O)c1ccc(-n2nnnc2SC)cc1
.	.	-7	CCN1C(=O)C(=O)N(CC(=O)Nc2ccccc2Oc2ccccc2)C1=O
0.88	0.74	11	Cn1c(CN2CCCC2)nc2cc(NC(=O)COc3ccc(Cl)cc3)ccc21
0	0.09	.	CCOC(=O)c1c(-c2ccsc2)csc1N
-1.9	-0.92	14	COc1ccccc1-n1c(=O)oc2ccc(Cl)cc2c1=O

Quoted at random: 7 records from the list
sdo1 growth	sdo1 growth Rescue 24 h	Insulin prom inh	compound
.	.	-25	O=C(C1CCC(C(=O)N2CCCC2)CC1)N1CCCC1 (stereo unspecified)
-1.9	-0.92	14	COc1ccccc1-n1c(=O)oc2ccc(Cl)cc2c1=O
0.32	-0.58	.	O=C(CCCCCn1c(=O)[nH]c2ccsc2c1=O)N1CCN(C2CCCCC2)CC1
.	.	0	COc1ccccc1C(=O)NNC(=S)NC(=O)c1cc(OC)c(OC)c(OC)c1
-1.1	-1.9	17	CCc1ccccc1NC(=S)N(CCCN1CCOCC1)Cc1cccs1
-0.85	-0.85	46	COc1ccc(C2(CNC(=O)Cc3ccccc3)CCCC2)cc1OC
-0.12	-0.34	22	CCN(CC)S(=O)(=O)c1ccc(N2CCOCC2)c(NC(=O)CC23CC4CC(CC(Br)(C4)C2)C3)c1
